# From PubChem BioAssay
# MIN6 prolif = MIN6 beta-cell proliferation induction; proliferation, % at 10 µM; MIN6 cells proliferation, ATPlite luminescence, 48 h; cells starved in 0.2% serum; 100% = growth in 10% serum; AID 2380; hit rate 0.29% among 330,000;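 active = compounds whose signal lies at least 3.5 SD above the mean of all wells on their plate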;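 note: 0% = DMSO-treated cells in low-serum medium and 100% = 10% serum control; some compounds called inactive have numbers as strong as hits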
# mIAP inh = blocks mouse intestinal alkaline phosphatase; inhibition, % at 10 µM; AID 2806; hit rate 0.2% among 330,000; purified mouse IAP, CDP-Star luminescence, 30 min;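 active = inhibition of at least 40% at 10 µM in the primary screen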;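 note: plate controls were DMSO with enzyme for no effect and no enzyme wells for full effect; values of inactives mirror those of a sister screen read the other way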
# MPTP inh = permeability transition pore inhibition; inhibition, % at 10 µM; hit rate 1.4% among 360,000; isolated mouse mitochondria, Ca2+ swelling absorbance, 30 min;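 active = inhibition of 50% or more, scaled per plate between neutral and stimulator controls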;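 note: 0% = DMSO wells given calcium and 100% = 1 mM EGTA wells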
# mIAP activ = increases mouse intestinal alkaline phosphatase activity; muIAP, CDP-Star luminescence, 30 min; hits give high values; 1 = vehicle-only enzyme signal, 0 = enzyme-free wells; activation factor at 10 µM; hit rate 0.24% among 330,000; AID 2805;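 active = activation factor of at least 2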; note: the source names both 10 and 20 µM as test concentration; values of inactives mirror those of a sister screen read the other way
#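 Assay system: mouse IAP enzyme / Compound: DMSO-dissolved test compounds / Timing: 30 min, room temperature / Measured by: luminescence from enzymatic CDP-Star hydrolysis / Control set: DMSO-only wells, enzyme-free buffer wells as negative control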
# APOBEC3A inh = inhibitors of human APOBEC3A DNA deaminase; recombinant A3A, FAM/TAMRA ssDNA deamination fluorescence; hit rate 0.41% among 330,000; P31941; inhibition, % at 20 µM;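 active = at least 40% inhibition at 20 µM here, with at most 30% in a related deaminase screen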;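 note: plate controls were A3A with DMSO for no effect and wells lacking A3A enzyme for full effect; some results filed as inactive read as strong as hits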
# Target sequence (P31941 whole entry, looked up): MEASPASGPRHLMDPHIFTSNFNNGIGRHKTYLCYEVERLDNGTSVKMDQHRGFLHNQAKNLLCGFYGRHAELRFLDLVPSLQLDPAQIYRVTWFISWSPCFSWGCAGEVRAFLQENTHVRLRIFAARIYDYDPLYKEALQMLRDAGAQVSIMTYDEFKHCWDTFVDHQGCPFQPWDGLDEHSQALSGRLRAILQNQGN
# A3G deaminase = inhibitors of human APOBEC3G DNA deaminase | hit rate 0.28% among 330,000 | inhibition, % at 20 µM | recombinant A3G, ssDNA deamination FAM/TAMRA fluorescence | Q9HC16;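 active = inhibition of at least 40% at 20 µM, with no more than 30% in the related APOBEC3A deaminase screen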;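 note: plate controls were DMSO wells with A3G for no effect and wells lacking A3G enzyme for full effect; some compounds called inactive have numbers as strong as hits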
# ATG4B inh = inhibitors of human ATG4B cysteine protease. Q9Y4P1. ATG4B cleavage of LC3-PLA2, NBD-HPC fluorescence, 1 h. inhibition, % at 8.33 µM. hit rate 0.51% among 340,000. AID 504462; in the data active = inhibition above about 40%
# Target sequence (Q9Y4P1 whole entry, looked up): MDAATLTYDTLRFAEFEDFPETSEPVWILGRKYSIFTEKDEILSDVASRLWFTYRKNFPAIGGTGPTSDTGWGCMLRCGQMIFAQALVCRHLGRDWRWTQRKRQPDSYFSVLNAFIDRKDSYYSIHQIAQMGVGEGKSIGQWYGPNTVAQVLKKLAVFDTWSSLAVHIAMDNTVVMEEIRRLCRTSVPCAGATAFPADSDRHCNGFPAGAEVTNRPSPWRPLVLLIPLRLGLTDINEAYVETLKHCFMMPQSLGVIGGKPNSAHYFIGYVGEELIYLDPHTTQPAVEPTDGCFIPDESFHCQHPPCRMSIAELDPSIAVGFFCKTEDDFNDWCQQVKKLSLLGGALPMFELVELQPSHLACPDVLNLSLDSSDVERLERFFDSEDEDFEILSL
# hIAP act = human IAP activation. P09923. purified human IAP, CDP-Star luminescence, 30 min; hits give high values; 1 = vehicle-only enzyme, 0 = enzyme-free background. activation factor at 10 µM. hit rate 0.16% among 330,000. AID 2524;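 active = activation factor of the enzyme at least 2-fold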; note: the source names both 10 and 20 µM as test concentration; values of inactives mirror those of a sister screen read the other way
# Target sequence (P09923 whole entry, looked up): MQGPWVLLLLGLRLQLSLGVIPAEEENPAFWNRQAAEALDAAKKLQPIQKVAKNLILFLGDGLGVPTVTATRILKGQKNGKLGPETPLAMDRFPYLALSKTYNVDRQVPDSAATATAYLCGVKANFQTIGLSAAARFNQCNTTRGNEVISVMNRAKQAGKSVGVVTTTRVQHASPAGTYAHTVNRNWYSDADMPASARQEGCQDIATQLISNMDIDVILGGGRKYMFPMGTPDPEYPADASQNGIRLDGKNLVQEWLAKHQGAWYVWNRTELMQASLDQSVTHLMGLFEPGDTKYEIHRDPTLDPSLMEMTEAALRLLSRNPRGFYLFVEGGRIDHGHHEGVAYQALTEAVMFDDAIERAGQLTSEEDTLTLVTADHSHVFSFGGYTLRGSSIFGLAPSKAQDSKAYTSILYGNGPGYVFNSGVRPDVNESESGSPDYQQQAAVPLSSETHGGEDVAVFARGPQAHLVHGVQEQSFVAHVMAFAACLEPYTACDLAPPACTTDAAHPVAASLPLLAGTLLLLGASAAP
# hIAP block = blocks human intestinal alkaline phosphatase; P09923; purified IAP, CDP-Star luminescence, 30 min; inhibition, % at 10 µM; hit rate 0.12% among 330,000; AID 2544;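 active = inhibition reaching a set limit with compound at 10 µM in the primary screen, cut at about 35% in these data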;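 note: plate controls were DMSO wells with enzyme for no effect and no-enzyme buffer wells for full effect; values of inactives mirror those of a sister screen read the other way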
# Active calls of the source: *; · = no result given.
SMILES,MIN6 prolif,mIAP inh,MPTP inh,mIAP activ,APOBEC3A inh,A3G deaminase,ATG4B inh,hIAP act,hIAP block
Cc1ccc(S(=O)(=O)NCCNc2ccc([N+](=O)[O-])cc2)cc1,-1.8,0.5,0.8,0.995,6.9,-1.9,-9.8,1.06,-5.7
CCOC(=O)c1[nH]c(C)c(C(=O)OCC(=O)N2CC(=O)Nc3ccccc32)c1C,0.1,-9.5,-11.2,1.09,-0.3,0.2,-0.3,1.08,-8.4
COc1ccc(CC(=O)OC(C)C(=O)c2ccc(C)cc2)cc1 (configuration not stated),0.2,-0.2,0.6,1,-0.9,-4.3,10.3,1.13,-13.1
COCCCN1C(=O)C(=O)/C(=C(/O)c2ccc(S(=O)(=O)N3CCCCC3)cc2)C1c1ccc(O)c(OC)c1 (configuration not stated),-2.5,4.5,-0.5,0.955,-9.3,-5.7,-1.9,1.21,-21.0
N#Cc1ccc(CSc2nnc3ccccn23)cc1,-2.5,-7.0,1.6,1.07,-3.4,-10.2,4.8,1.06,-5.6
CN(C)N1C(=O)/C(=C/c2ccco2)SC1=Nc1ccccc1,0.1,1.6,-0.1,0.984,3.2,-1.5,-2.8,1.08,-7.6
COc1ccc(C(=O)COC(=O)CCS(=O)(=O)c2ccc(C)cc2)c(OC)c1,0.6,0.8,-1.5,0.992,-4.5,-5.7,-3.3,0.948,5.2
CC(=O)c1ccc(N2C(=NC(=O)COc3ccccc3)SC3CS(=O)(=O)CC32)cc1 (configuration not stated),-1.0,-7.8,0.7,1.08,0.3,-0.9,2.0,0.932,6.8
CCC1=C(OC(=O)N(CC)CC)N2C(=O)OC(=NCCc3c[nH]c4ccccc34)[C@]2(Cc2ccccc2)[C@H]2C1=CC[C@H]1C(=O)N(CC)C(=O)[C@H]12,-7.0,-7.2,-0.9,1.07,2.1,12.9,14.8,1.12,-12.0
CN(CC(=O)Nc1ccccc1Cl)C(=O)Cn1cc(C(F)(F)F)ccc1=O,-3.2,0.3,0.5,0.997,6.3,-4.1,4.5,1.21,-20.8
CC(C)c1ncc(C(O)c2cccc3ccccc23)n1C (configuration not stated),1.8,5.4,-2.6,0.946,-1.8,-5.1,-8.3,1.02,-1.7
COCc1ccc(O)c2ncccc12,-3.1,3.4,-6.1,0.966,1.9,-4.7,0.4,1.38,-38.3

# Ordered by value in mIAP inh (descending): 3 from the list above.
molecule	mIAP inh	MPTP inh	mIAP activ	APOBEC3A inh	A3G deaminase	ATG4B inh	hIAP act	hIAP block
COc1ccc(C(=O)COC(=O)CCS(=O)(=O)c2ccc(C)cc2)c(OC)c1	0.8	-1.5	0.992	-4.5	-5.7	-3.3	0.948	5.2
CN(CC(=O)Nc1ccccc1Cl)C(=O)Cn1cc(C(F)(F)F)ccc1=O	0.3	0.5	0.997	6.3	-4.1	4.5	1.21	-20.8
N#Cc1ccc(CSc2nnc3ccccn23)cc1	-7.0	1.6	1.07	-3.4	-10.2	4.8	1.06	-5.6

# Next records
SMILES,MIN6 prolif,mIAP inh,MPTP inh,mIAP activ,APOBEC3A inh,A3G deaminase,ATG4B inh,hIAP act,hIAP block
CC(C)(C)OC(=O)NCCCCc1cn(CC(=O)N2CCN(C(=O)OC(C)(C)C)CC2)nn1,-3.5,30.9,-1.8,0.691,3.4,-10.7,-11.1,1.01,-0.9
CCn1c(-c2ccc(F)cc2)cnc1SCC(=O)N1CCc2ccccc21,-2.2,8.0,·,0.92,2.1,-0.2,·,0.936,6.4
CCCCN(C(=O)c1nn(C)c(=O)c2ccccc12)c1c(N)n(CCC)c(=O)[nH]c1=O,-1.1,-2.2,-2.1,1.02,-0.1,0.7,-8.9,1.03,-3.3
Brc1ccc(N=Cc2ccccn2)cc1,-3.0,2.0,-1.2,0.98,-3.2,-7.8,-2.6,1.07,-7.2
COc1cccc(C2=NOC(C(=O)NCc3ccc(F)cc3)C2)c1 (configuration not stated),-4.2,9.1,-0.9,0.909,-5.6,-8.7,8.4,0.946,5.4
COc1ccccc1C(=O)NC(=O)COC(=O)c1ccc([N+](=O)[O-])cc1,-3.0,9.4,-0.5,0.906,-0.6,-10.1,-0.5,1.1,-10.3
Cc1ccc(C(=O)N2CCOCC2)cc1S(=O)(=O)N1CCCCC1,-2.6,-7.1,0.3,1.07,1.7,8.6,6.0,0.856,14.4
Cc1n[nH]c(C)c1Sc1ccccc1N,1.7,0.4,0.3,0.996,0.5,-2.9,-10.0,1.1,-10.5
CCOC(=O)C1CCCN(S(=O)(=O)c2ccc(S(=O)(=O)N3CCCC3)cc2)C1 (configuration not stated),-6.3,-3.2,61.5*,1.03,-2.3,-8.3,11.3,1.02,-2.1
CCCCCCn1c(N2CCN(c3cccc(Cl)c3)CC2)nc2c1c(=O)[nH]c(=O)n2C,-5.0,-7.3,-9.1,1.07,-3.1,-7.1,0.3,1.4,-40.2
COc1ccc(-n2c(SCC(=O)Nc3nc(C)cs3)nnc2-c2ccoc2C)cc1,3.4,1.0,0.5,0.99,0.6,-2.4,-14.8,1.03,-3.2
Cc1cccc(OC(C)C(=O)Nc2cc(S(=O)(=O)N3CCCCC3)ccc2C)c1 (configuration not stated),-7.7,-20.6,-0.3,1.21,5.7,3.5,1.5,1.04,-4.0
CN(C)S(=O)(=O)c1cccc(C(=O)OCC(=O)c2c(N)n(C)c(=O)n(C)c2=O)c1,1.6,-0.5,-0.4,1,-0.8,-10.2,-3.4,1,-0.4
CC1CN(C)C(C)CC1NCc1ccc2c(c1)OCO2 (configuration not stated),0.8,5.9,-0.4,0.941,3.4,1.7,5.4,0.823,17.7
Cc1ccc(C(=O)ONc2ccc(N=NC(=O)c3ccccc3O)cc2)cc1,-5.8,23.7,0.2,0.763,-5.2,-7.1,7.9,1.11,-11.4
CC1Cc2ccccc2N1C(=O)/C=C/c1cccc(F)c1 (configuration not stated),-3.1,-1.2,-0.2,1.01,5.0,4.5,17.6,0.899,10.1
Cc1ccccc1S(=O)(=O)Cc1ccc(C(=O)NC(C)c2ccccc2)o1 (configuration not stated),5.7,-0.9,0.0,1.01,-3.0,-3.5,3.0,1.26,-25.6
CCOc1ccc(CCNC(=O)CN2CCN(Cc3ccccc3F)C2=O)cc1OCC,-4.6,9.4,0.9,0.906,2.8,1.6,-7.7,1.04,-3.7
CCn1c(SC)nnc1C1CCCN(CC(=O)Nc2ccccc2N2CCOCC2)C1 (configuration not stated),-1.7,1.5,-1.8,0.985,-6.0,-3.7,-6.2,1.24,-23.5
CCOC(=O)c1ccc(NC(=S)NCCCN2CCCCC2)cc1,-0.6,-2.6,1.6,1.03,1.7,1.7,-6.3,0.834,16.6
COc1ccccc1-c1ccc(=O)n(CC(=O)NC2CCc3ccccc32)n1 (configuration not stated),3.0,-6.9,-0.5,1.07,-3.5,-1.8,-18.0,1,-0.4
CC(=O)OCC(=O)c1ccc2ccn(C(C)=O)c2c1,-3.8,-10.3,-0.5,1.1,-2.5,-2.1,0.5,1.16,-16.1
Cc1cc(CN2CCN(CC(=O)Nc3cc(C(F)(F)F)ccc3-n3cncn3)CC2)no1,-2.3,-8.2,-1.6,1.08,0.1,-3.7,-9.6,0.905,9.5
CC(=O)N(c1cccc(Cl)c1)c1nc(C)cc(C)c1C#N,-1.7,11.4,1.5,0.886,2.9,3.1,-8.2,1.05,-5.5

# A few values from the entries so far.
# CC(=O)N(c1cccc(Cl)c1)c1nc(C)cc(C)c1C#N – hIAP block: -5.5
# CCOC(=O)c1ccc(NC(=S)NCCCN2CCCCC2)cc1 – mIAP activ: 1.03

# (continued)
SMILES,MIN6 prolif,mIAP inh,MPTP inh,mIAP activ,APOBEC3A inh,A3G deaminase,ATG4B inh,hIAP act,hIAP block
COc1ccc(C(=O)NCCNc2nc3c(C)cccc3cc2C#N)cc1OC,-3.2,-0.7,0.1,1.01,-7.6,-9.0,-13.8,0.897,10.3
O=C(NCc1cccnc1)c1sc2cc(Cl)ccc2c1Cl,-3.5,7.4,-1.5,0.926,-1.4,-6.3,-16.5,0.997,0.3
CN(CCNC(=O)c1cn(C)c2ccc(S(=O)(=O)N3CCCC3)cc2c1=O)CCc1ccccc1,-2.3,0.1,-0.8,0.999,2.5,1.0,-0.1,0.839,16.1
Cc1ccccc1NC(=O)CCNS(=O)(=O)c1cccc2nsnc12,-3.0,-0.8,0.1,1.01,2.9,3.3,0.4,1.03,-3.0
CN(C)S(=O)(=O)c1ccc(C(=O)OCc2ccc(C#N)cc2)cc1,0.0,-4.1,-1.7,1.04,-0.3,-2.0,-2.4,1,-0.3
CCO[C@H]1OC(C(=O)N2CCN(C)CC2)=C[C@@H](C)[C@@H]1CCCO,-0.5,-4.1,-0.2,1.04,6.0,7.1,-2.1,0.908,9.2
CN(C(=O)CCN1C(=O)C(C)(C)Nc2ccccc21)c1ccccc1,-0.1,2.4,1.8,0.976,-1.7,-1.6,-9.0,1.08,-8.1
CC1(C)Cc2c(sc3nc4n(-c5ccccc5)c(=O)c(CCC(=O)O)nn4c(=O)c23)CO1,0.8,3.2,-0.4,0.968,0.5,-3.3,-8.2,1.09,-9.0
COc1ccc(OCC(O)COc2ccc(OC)cc2)cc1,-3.2,-7.1,-2.4,1.07,-2.9,-7.3,-11.4,0.95,5.0
CCOC(=O)CC1Sc2ccccc2NC1=S (configuration not stated),2.0,9.6,1.7,0.904,-7.0,-9.2,-3.8,1.06,-5.7
Cc1ccccc1NC(=O)c1ccccc1N(C)S(=O)(=O)c1ccccc1,-0.2,5.2,2.0,0.948,-6.3,-7.9,-7.2,1.06,-6.3
N#Cc1c(Nc2ccccc2)sc(C(=O)C2CC2)c1N,-0.3,6.9,4.1,0.931,1.0,-7.0,-12.6,1.03,-3.4
COc1ccc(Nc2nc(N)c(C(=O)c3ccc(F)cc3)s2)cc1,-1.5,7.5,0.6,0.925,-2.4,-5.5,-17.6,1.18,-17.9
O=C(COC(=O)c1ccccc1[N+](=O)[O-])NC(=O)c1ccccc1,-0.1,22.8,-1.7,0.772,-1.5,-4.4,10.1,0.748,25.2
COc1ccc(OC)c(S(=O)(=O)n2ccnc2C(C)C)c1,-0.9,2.5,-0.7,0.975,-8.1,-6.9,1.7,1.06,-5.9
CCOc1ccc(C(=O)CCC(=O)N2CCN(c3ccccc3O)CC2)cc1,-2.9,3.5,0.7,0.965,0.9,-1.6,-0.7,1.06,-6.0
O=[N+]([O-])c1ccc(Oc2cccc(C(F)(F)F)c2)nc1,1.8,7.2,1.6,0.928,3.0,4.5,-4.1,0.859,14.1
CC(NC(=O)C1CCCO1)c1ccccc1 (configuration not stated),-0.8,-6.6,1.2,1.07,1.4,-0.7,4.5,1.02,-2.0
C#CCOCCOCCOCCNc1nc(N2CCOCC2)nc(N2CCN(C(=O)[C@H](Cc3cc4ccccc4[nH]3)n3cc([C@@H](N)C(C)CC)nn3)CC2)n1 (some centres not stated),-1.3,-10.8,-1.5,1.11,-4.7,-7.7,-23.4,1.09,-9.2
Cc1c(NC(=O)C(C)OC(=O)c2nc(Cl)ccc2Cl)c(=O)n(-c2ccccc2)n1C (configuration not stated),0.4,-0.2,-0.1,1,14.0,1.7,-6.5,1.19,-18.5
CCOC(=O)c1c(C)[nH]c(C(=O)N2CCN(C(=O)OCC)CC2)c1C,0.0,-1.2,-1.0,1.01,-2.8,-5.4,-6.9,1.02,-1.6
O=C1CC(=C(c2ccccc2)c2ccccc2)C(=O)N1CCCCN1CCN(c2ccccc2)CC1,-5.0,9.5,6.6,0.905,6.9,-1.1,6.7,0.897,10.3
Cc1cc(NC(=O)Cn2nc(C)c([N+](=O)[O-])c2C)no1,-2.2,8.8,1.9,0.912,-1.7,-4.3,-2.9,0.916,8.4
COc1ccc(C2=NS(=O)(=O)N(C)C(C(=O)NCc3ccc4c(c3)OCO4)=C2)cc1OC,5.3,7.1,-1.6,0.929,-2.1,2.1,-5.4,0.758,24.2
